High-throughput results: PubChem BioAssay, National Center for Advancing Translational Sciences (NCATS)
ELG1 genotoxic: induces genotoxicity in HEK293T cells with luciferase-tagged ELG1 | AID 504466 | HEK293T ELG1-luciferase reporter, luminescence, 16 h | 1.3% of 330,000 active | Potency, µM (titrated, usually from 46 µM), for the others: at the highest dose activity change, positive = activation, most hits filed as activators; note: % of control where 0% means no effect; nearly all actives have a fitted effect of over 60% in size
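HEK293T cells expressing luciferase-tagged ELG1 were exposed to compound or DMSO vehicle for 16 hr at 37 °C and 5% CO2. Luciferase activity was then measured with ONE-Glo after 30 min at room temperature.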
uPA surface inh: cell surface uPA generation inhibition. cell surface uPA generation assay, qHTS. 0.31% of 330,000 active. Potency, µM (series often up to 38.3 µM), for inactives: at the highest dose activity change, negative = inhibition, hits mostly inhibitors; active = well fitted inhibition curve with a large enough effect; inconclusive = small, poorly fitted or top-dose-only effect; inactive = no such curve, though single readings can be large or run the other way; tested in mouse RAW 264.7 cells; note: % is set by controls: 0 for no effect and ±100 for the full control effect; nearly all actives have a fitted effect of over 55% in size
BRCA1 expr up: increases BRCA1 expression. MCF7-BRCA1-FFLuc reporter, luminescence, 48 h; response scale: scaled: vehicle 0%, 10 µM genistein 100%. Potency, µM (titrated, usually from 46.1 µM), without a hit: at the highest dose activation, usual class: activators. 1.1% of 380,000 active. AID 624202; note: nearly all actives have a fitted effect of over 80% in size; some results filed as inactive show a strong effect at the top dose
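Cells: MCF7-BRCA1-FFLuc, 2000/well. Exposure: 48 h, 37 °C, 5% CO2. Read: luminescence, 15 min post-substrate. Controls: genistein 10 microM (maximal activation), DMSO (neutral).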
VP16 counter: counter-screen for ROR gamma inhibitors: Gal4-VP16 reporter. 3.5% of 310,000 active. Drosophila S2 Gal4-VP16 UAS-luciferase, luminescence, 20 h. Potency, µM (top dose mostly 53.6 µM), for the others: at the top dose activity, negative = inhibition, hits mostly inhibitors;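 note: Gal4-VP16 expression switched on by copper sulfate through the metallothionein promoter; % is set by controls: 0 for no effect and ±100 for the full control effect; nearly all actives have a fitted effect of over 50% in size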
Rab9 promoter act: Rab9 promoter activation; Huh7 Rab9 promoter-luciferase reporter, luminescence, 24 h; Potency, µM (highest dose often 9.22 µM), inactives show at the top dose activation, negative = inhibition, usual class: activators; 2.8% of 320,000 active; AID 485297; note: % of control where 0% means no effect; nearly all actives have a fitted effect of over 60% in size
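Huh7 cells stably carrying Rab9 promoter–luciferase reporter, plated 1500 cells/well, compound added after 2 h and incubated 24 h at 37 °C; luciferase luminescence then read after 10 min with detection reagent.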
RORgamma inh: blocks mouse ROR gamma transcriptional activity | P51450 | Drosophila S2 Gal4-RORgamma UAS-luciferase reporter, 20 h | Potency, µM (highest dose often 53.6 µM), for inactives: top-dose activity change, negative = inhibition, actives largely listed as inhibitors | 5.4% of 310,000 active | AID 2551; note: % is set by controls: 0 for no effect and ±100 for the full control effect; nearly all actives have a fitted effect of over 60% in size
Target sequence (P51450 whole entry, looked up, the tested form may be a part): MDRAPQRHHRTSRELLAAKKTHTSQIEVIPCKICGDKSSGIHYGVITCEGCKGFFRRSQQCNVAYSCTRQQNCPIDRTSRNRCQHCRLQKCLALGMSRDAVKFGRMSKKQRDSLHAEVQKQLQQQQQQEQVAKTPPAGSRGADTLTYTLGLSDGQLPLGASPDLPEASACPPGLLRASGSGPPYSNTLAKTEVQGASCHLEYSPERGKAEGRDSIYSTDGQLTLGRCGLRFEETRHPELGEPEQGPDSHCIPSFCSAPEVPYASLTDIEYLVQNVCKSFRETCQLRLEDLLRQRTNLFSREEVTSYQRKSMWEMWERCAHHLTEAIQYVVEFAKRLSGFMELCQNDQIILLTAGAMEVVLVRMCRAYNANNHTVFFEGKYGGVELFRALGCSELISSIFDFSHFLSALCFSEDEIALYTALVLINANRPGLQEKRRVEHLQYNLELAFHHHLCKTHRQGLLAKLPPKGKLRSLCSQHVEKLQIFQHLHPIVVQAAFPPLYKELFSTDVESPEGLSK
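Compounds are pin-transferred onto Drosophila Schneider cells expressing a copper-inducible Gal4–ROR gamma transactivation domain fusion. After 1 hr, copper sulfate is added to 700 uM final; luciferase is read 20 hr later.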
FLuc modulator: counter-screen for miR-21 project: firefly luciferase inhibitors or activators; 6.9% of 360,000 active; P08659; Potency, µM (series often up to 57.5 µM), without a hit: at the highest dose activity change, negative = inhibition, hits mostly inhibitors; purified FLuc, Km substrates, luminescence inhibition; AID 588342;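 note: plate controls were vehicle for no effect and reference inhibitor for full effect; nearly all actives have a fitted effect of over 55% in size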
Target sequence (P08659 whole entry, looked up): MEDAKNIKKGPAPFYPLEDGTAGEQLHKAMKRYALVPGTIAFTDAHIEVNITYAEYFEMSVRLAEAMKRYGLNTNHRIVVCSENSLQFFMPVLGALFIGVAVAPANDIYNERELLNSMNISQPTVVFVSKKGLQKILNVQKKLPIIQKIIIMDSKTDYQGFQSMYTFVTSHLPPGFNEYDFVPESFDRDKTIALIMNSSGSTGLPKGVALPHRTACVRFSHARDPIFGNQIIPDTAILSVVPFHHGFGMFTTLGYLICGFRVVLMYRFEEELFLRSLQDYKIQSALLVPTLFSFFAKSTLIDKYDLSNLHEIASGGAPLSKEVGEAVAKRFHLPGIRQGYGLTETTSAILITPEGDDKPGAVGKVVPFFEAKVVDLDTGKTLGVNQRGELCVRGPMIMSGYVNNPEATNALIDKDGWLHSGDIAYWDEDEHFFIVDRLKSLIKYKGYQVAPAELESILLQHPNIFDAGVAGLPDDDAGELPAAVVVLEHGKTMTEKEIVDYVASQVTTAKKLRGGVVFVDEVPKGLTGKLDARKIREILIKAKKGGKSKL
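Biochemical qHTS of compounds, final roughly 60 µM downward over six points, against 10 nM purified firefly luciferase using Km concentrations of substrates (10 uM D-luciferin, 10 uM ATP) in Tris acetate pH 7.5 buffer; luminescence output.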
p53 reactivation: re-activators of mutant p53; H1299 p53-A138V BP100-luciferase reporter, luminescence, 24 h; Potency, µM (titrated, usually from 92.2 µM), inactives show top-dose activity change, positive = activation, most hits filed as activators; 0.063% of 320,000 active; AID 504706; note: % of control where 0% means no effect; nearly all actives have a fitted effect of over 45% in size
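p53-null H1299 cells stably carrying temperature-sensitive p53-A138V and a BP100-luciferase reporter were pinned with compounds (4-point, 1:5 series) and held 24 hrs at 37 deg C. Luminescence was read 10 min after detection reagent.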
NPC1 promoter act: activates the NPC1 promoter; Potency, µM (top dose mostly 9.22 µM), for the others: at the top dose activation, usual class: activators; 2.4% of 320,000 active; Huh7 NPC1 promoter luciferase reporter, 24 h; AID 485313;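 note: % of control where 0% means no effect; nearly all actives have a fitted effect of over 60% in size; reporter is driven by a mutant NPC1 promoter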
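NPC1 promoter–luciferase Huh7 cells; 24 h compound; luminescence.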
MBNL1-CUG inh: MBNL1-poly(CUG) RNA binding inhibition | TR-FRET MBNL1-His/biotin-(CUG)12 binding, 665/545 ratio | Potency, µM (titrated, usually from 57.5 µM), for the others: at the top dose activity change, negative = inhibition, hits mostly inhibitors | Q9NR56 | 0.036% of 280,000 active; active = well fitted inhibition curve with a large enough effect in the signal ratio, with a control signal flat, not every such curve was filed as active; inconclusive = small, poorly fitted or top-dose-only effect, or effect the other way, or a change in a side signal; inactive = no such curve, though single readings can be large or run the other way; the % refers to the signal ratio; note: % is set by controls: 0 for no effect and ±100 for the full control effect
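TR-FRET readout: Ex 340 nm, 665/545 nm emission ratio, normalized to buffer-only (basal) and MBNL1-(CUG)12 controls. Complex of MBNL1-His with Biotin-(CUG)12, compounds 92 nM–58 uM, incubated 60 min at room temperature.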
An asterisk follows results filed as active; ? = inconclusive; / = not tested or not shown; [ ] = remark or other dose. Unless noted, calls come from the whole dose curve; as a rule, active = well fitted curve in the direction sought with a large enough effect; inconclusive = small, poorly fitted or top-dose-only effect, or another doubt; inactive = no such curve, though single readings can be large; an effect the other way counts as inactive or inconclusive. Potency is the fitted concentration of half-maximal effect. Not a hit list; any-hit rate near 13%.

SMILES	ELG1 genotoxic	uPA surface inh	BRCA1 expr up	VP16 counter	Rab9 promoter act	RORgamma inh	FLuc modulator	p53 reactivation	NPC1 promoter act	MBNL1-CUG inh
CC(C)C(NC(=O)c1ccccc1)C(=O)OCC(=O)N1CCCCC1 (stereo not given)	-1%	5%	14%	/	-8%	/	-16%	2%	0%	/
CCn1ncc(C(=O)Nc2cccc(Cl)c2)c1C	?	-3%	-16%	14%	?	23%	9.5µM*	?	3%	-20%[11.5 µM]
O=C(Nc1cccnc1)C12CC3CC(CC(C3)C1)C2	0%	3%	-13%	-11%	2%	30%	-20%	-1%	1%	2%
COc1ccccc1/C=C/CN1CCC(n2nccc2NC(=O)CCc2ccccc2)CC1	-2%[9.26 µM]	?	-69%	?	-2%	25%	7%	3%	-6%	3%
O=C(CSc1ccccn1)c1ccc(F)cc1	?	-5%	?	22%	?	1%	19µM*	?	?	0%
C/C(=N\NC(=O)c1nn(C)c(C)c1Br)c1cccc(NC(=O)c2ccc(F)cc2)c1	8%	-5%	?	-13%	?	-2%	1.9µM*	24%	28%	-5%
CCOC(=O)Cn1c(CN2CCc3ccccc3C2)nc2c1c(=O)n(C)c(=O)n2C	?	-12%	-2%	4µM*	-13%	-31%	6%	-9%	-4%	4%
Cc1cccc(N(Cc2nnc3n2CCCCC3)C(=O)Nc2ccccc2)c1	-2%	-9%	2%	-4%	2%	7%	8%	-3%	2%	-3%
CCCNC(=O)Cn1cccc1C(=O)c1ccccc1	-1%	-9%	5%	2%	-21%	4%	5%	-5%	3%	-13%
COc1ccc(/C=N/N2CCN(c3ccccc3OC)CC2)cc1OC	?	/	38%	-8%	1%	9%	?	3%	-5%	11%
CC1CC(c2ccccc2)n2nc(N3C(=O)c4ccccc4C3=O)nc2N1 (stereo not given)	0%	6%	-7%	-6%	7%	-13%	4%	17%	-1%	7%
CCCCSCc1nc2ccccn2c1Br	10%	0%	32%	-5%	19%	11µM*	?	10%	0%	/
O=C(NCc1csc2ccc(Cl)cc12)Nc1ccccc1	-8%	-8%	3%	-11%	-5%	?	4%	-5%	2%	10%
CCOC(=O)Cc1csc(NC(=O)c2cccnc2)n1	-12%	/	6%	-11%	-4%	4%	4%	-10%	0%	-4%
CN(C)S(=O)(=O)c1cccc(NC(=O)c2cc3c(=O)n4ccccc4nc3s2)c1	-3%	-10%	0%	7%	-1%	-16%	1%	12%	-1%	13%
Cc1ccc(Cl)cc1Nc1nc(-c2sc(NC(=O)c3ccco3)nc2C)cs1	-3%	7.9µM*	-81%	-5%	-15%	6%	0%	3%	-13%	129%[activator]
CCOc1ccccc1NC(=O)C(=O)NCC1CCCN1CC (stereo not given)	3%	9%	-54%	3%	4%	-19%	1%	-3%	1%	-9%
Cc1ncc(C(=O)O)c(C(=O)O)c1N	6%	-8%	-5%	-6%	-2%	4%	-1%	1%	-1%	1%
CC(NC(=O)CCc1nnc(C2CCCCC2)o1)c1ccc(F)cc1 (stereo not given)	3%	2%	1%	9%	1%	1%	1%	-2%	3%	-4%
COc1cccc(CNc2nc3ccccc3n2C)c1O	9.2µM*	3%	?	6%	1.8µM*	-29%	9.5µM*	/	1µM*	-7%
COC(=O)C1CN(S(=O)(=O)c2ccc(NC(C)=O)cc2)CCS1 (stereo not given)	8%	7%	9%	-3%	3%	4%	3%	4%	0%	-1%
CCCCCN(C(=O)CN(C)Cc1ccc(OC)cc1OC)c1c(N)n(CCCC)c(=O)[nH]c1=O	0%	1%	11%	5%	-6%	-13%	-1%	0%	-1%	-2%
COc1nc(-c2cccs2)cc(-c2ccc(C)cc2)c1C#N	-1%	/	-66%	-25%	-10%	?	-2%	5%	-24%	1%
CCOc1cc(NCCN2CCOCC2)c([N+](=O)[O-])cc1OCC	2%	-1%	-9%	6%	0%	-21%	6%	3%	1%	?
CC1=C/C(=N\NC(=O)c2ccccc2)CC1	5%	2%	7%	?	-2%	13µM*	-13%	20%	1%	/
c1cncc(Nc2nc(-c3cccnc3)cs2)c1	2%	/	-8%	3%	22%	-13%	?	2%	26%	21%
Cc1ccc(Oc2cc(NC(=O)CCCn3nc([N+](=O)[O-])c(Cl)c3C)cc([N+](=O)[O-])c2)cc1	-4%	2%	1%	-11%	0%	?	1%	12%	-5%	-1%
CC(C)N(C(=O)CSc1ncnc2sc(-c3ccccc3)cc12)C(C)C	?	7%	27%	2%	?	-12%	?	10%	22%	1%
CN(CC(=O)Nc1ccccc1C(=O)N1CCCC1)S(=O)(=O)c1ccc(Cl)cc1	-2%	/	4%	4%	19%	4%	3%	-2%	-1%	10%
CCCC(c1nnnn1CCc1ccccc1)N1CCN(C(=O)c2ccco2)CC1 (stereo not given)	-1%	-3%	1%	-3%	9%	0%	0%	?	-1%	0%

Profiles, looked up by structure.
COc1cccc(CNc2nc3ccccc3n2C)c1O as listed: ELG1 genotoxic = 9.2µM*; uPA surface inh = 3%; BRCA1 expr up = ?; VP16 counter = 6%; Rab9 promoter act = 1.8µM*; RORgamma inh = -29%; FLuc modulator = 9.5µM*; p53 reactivation = /; NPC1 promoter act = 1µM*; MBNL1-CUG inh = -7%
COC(=O)C1CN(S(=O)(=O)c2ccc(NC(C)=O)cc2)CCS1 (stereo not given) as listed: ELG1 genotoxic = 8%; uPA surface inh = 7%; BRCA1 expr up = 9%; VP16 counter = -3%; Rab9 promoter act = 3%; RORgamma inh = 4%; FLuc modulator = 3%; p53 reactivation = 4%; NPC1 promoter act = 0%; MBNL1-CUG inh = -1%

Additional entries follow.
SMILES	ELG1 genotoxic	uPA surface inh	BRCA1 expr up	VP16 counter	Rab9 promoter act	RORgamma inh	FLuc modulator	p53 reactivation	NPC1 promoter act	MBNL1-CUG inh
COC(=O)c1ccc(NC(=O)c2cccc(C)c2[N+](=O)[O-])cc1	7%	9%	61%	4%	5%	16%	?	1%	2%	4%
CCOC(=O)Cc1csc(NC(=S)NC(=O)CC(C)C)n1	1%	-1%	3%	?	4%	11µM*	2%	3%	0%	/
COc1ccc(NC(=O)COC(=O)c2ccc3ccccc3n2)cc1	1%	1%	-24%	/	-6%	/	-1%	18%	2%	/
Cc1cc(CN2C(=O)c3ccccc3C2=O)on1	-10%	/	0%	-4%	-2%	-20%	4%	5%	0%	6%
CCN1CCN(c2nc(N(C)c3ccccc3)nc(N)c2[N+](=O)[O-])CC1	0%	2%	3%	-6%	-3%	-8%	5%	-4%	-6%	/
CC(/C=C1\SC(=O)N(CCCC(=O)O)C1=O)=C\c1ccccc1	-9%	-4%	-90%[inhibitor]	0.32µM*	-30%[inhibitor][0.369 µM]	0.1µM*	5.4µM*	-14%	-32%[inhibitor]	?
CN1CCCN(C(=O)c2ccc(Cl)s2)CC1	-3%	3%	-22%	1%	0%	6%	2%	15%	1%	-9%
Cc1ccc(CN2CCN(Cc3cccn3-c3ccccn3)CC2CCO)cc1 (stereo not given)	0%	-8%	0%	-3%	1%	-28%	0%	4%	-1%	-8%
COc1ccc(CNC(=O)c2cccc3c2C(=O)N(Cc2cccnc2)C3)cc1	3%	-4%	8%	3%	7%	0%	4%	-8%	3%	8%
CC(=O)c1ccc(N2C(=O)[C@@H]3C(C(=O)CCN4C(=O)c5ccccc5C4=O)=NN[C@@H]3C2=O)cc1	-2%	9%	6%	-13%	7%	-4%	?	7%	-30%	?
O=C(Cn1nnc(-c2cccs2)n1)NNC(=O)c1ccccc1Cl	0%	5%	4%	3%	3%	1%	3%	2%	-9%	-4%
Cc1cc(F)ccc1S(=O)(=O)Nc1ccccc1C(=O)NCc1ccccn1	-2%	-4%	-5%	-7%	-1%	2%	-23%	-3%	0%	-7%
O=C(Nc1ccccc1C(=O)N1CCN(Cc2ccccc2)CC1)c1ccc(F)cc1	-7%	-6%	1%	-5%	11%	-1%	1%	-15%	0%	-7%
Cc1ccc2c(c1)C1CN(C)CCC1N2S(=O)(=O)c1cc(C(F)(F)F)ccc1Cl (stereo not given)	0%	-19%	-6%	/	1%	/	/	-8%	-4%	/
O=C(OCCN1CCCCC1)c1cccc(F)c1	3%	2%	25%	/	-8%	/	4%	/	1%	9%
CCc1ccccc1N(C(C)=O)c1nc(CCl)cs1	-5%	0%	0%	3%	-7%	-26%	5%	0%	1%	-2%
Cc1ccc(-n2ccnc2SCC(=O)c2c(N)n(C3CC3)c(=O)[nH]c2=O)cc1C	1%	9%	5%	/	-6%	/	10%	-8%	1%	/
O=C(Nc1ccc(OC(F)(F)F)cc1)Nc1cccnc1	6%	?	?	21%	?	0%	7.6µM*	6%	?	/
O=C(Nc1ccccc1-c1ccccc1)c1ccc(Br)o1	-4%	1%	-65%	1%	-5%	4%	-3%	-5%	3%	-2%
S=C(NCCN(C1CCCCC1)C1CCCC1)Nc1cccc(Cl)c1	-10%	15%	-85%	?	-9%	18µM*	-2%	-14%	1%	3%
Cc1nn2c(nc(N3CCCCC3)c3ccccc32)c1C=O	-2%	-8%	-44%	-21%	-9%	?	3%	5%	-8%	-6%
CC(NC(N)=O)C(=O)Nc1ccc(Cl)c(S(=O)(=O)Nc2ccc(Cl)cc2)c1 (stereo not given)	-2%	-7%	-3%	?	-2%	?	-5%	-1%	-5%	-2%
COc1ccc(OC)c(NC(=O)Nc2ccc3c(c2)OCO3)c1	0%	5%	71%	19%	8%	38%	27µM*	-11%	4%	-4%
